Bioassay records: PubChem, National Center for Advancing Translational Sciences (NCATS)
TrxR1 substrate: is turned over as a substrate by rat TrxR1; purified TrxR1 substrate turnover, NADPH consumption readout; 390,000 tested, 0.01% active; O89049; Potency, µM (series often up to 114 µM), inactives show at the highest dose activity change, negative = substrate turnover; note: potency is the fitted concentration of half-maximal effect; % is set by controls: 0 for no effect and ±100 for the full control effect; nearly all actives have a fitted effect of over 50% in size
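Rat TrxR1, dispensed at 90 nM, was prereduced with 400 uM NADPH (final) for 5 min at ~22 deg C, then incubated with compound 15 min before 400 uM selenite. A first-read NADPH fluorescence drop versus no-compound background flagged substrates.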
TrxR1 inh: blocks rat thioredoxin reductase 1. recombinant rTrxR1, NADPH fluorescence consumption, selenite substrate. 390,000 tested, 1% active. Potency, µM (series often up to 114 µM), for the others: at the highest dose activity change, negative = inhibition, hits mostly inhibitors; note: potency is the fitted concentration of half-maximal effect; % is set by controls: 0 for no effect and ±100 for the full control effect; nearly all actives have a fitted effect of over 65% in size
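Rat TrxR1 (90 nM in the dispensed reagent) was pre-reduced with 400 uM NADPH for 5 min at room temperature, then incubated with compound for 15 min. After 400 uM selenite was added, NADPH fluorescence (Ex 340/Em 450 nm) was followed for 8 min.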
mIDH1 inhibitor: blocks human mutant IDH1 R132H enzyme | O75874 | IDH1-R132H enzyme, NADPH consumption, diaphorase/resazurin fluorescence | Potency, µM (series often up to 76.6 µM), for inactives: top-dose activity change, negative = inhibition, usual class: inhibitors | AID 602179 | 390,000 tested, 0.093% active; note: potency is the fitted concentration of half-maximal effect; % is set by controls: 0 for no effect and ±100 for the full control effect; nearly all actives have a fitted effect of over 65% in size
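IDH1-R132H (0.5 ug/mL) preincubated 30 min with compound, then NADPH (0.016 mM) and alpha-KG (2 mM) added; 80 min at RT, pH 7.5. Remaining NADPH coupled via diaphorase/resazurin to fluorescence (540/590 nm); concentration-response curves normalized to no-enzyme control.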
PGK inhibitor: T. brucei PGK inhibition; P07378; PGK/GAPDH coupled, Kinase-Glo luminescence, 60 min; Potency, µM (series often up to 57.5 µM), without a hit: at the top dose activity change, negative = inhibition, actives largely listed as inhibitors; 380,000 tested, 0.043% active; note: potency is the fitted concentration of half-maximal effect; % is set by controls: 0 for no effect and ±100 for the full control effect; nearly all actives have a fitted effect of over 60% in size
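Recombinant glycosomal PGK reaction used 1,3-bisphosphoglycerate generated in-well by GAPDH (100nM final) in 100mM TEA pH 7.6, 5mM MgCl2, 0.01% Tween-20. After 60 minutes at room temperature, ATP was read by Kinase-Glo Plus luminescence end-point.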
Pin1 inh: human Pin1 inhibition; Pin1 FP peptide displacement, HiFluor488, 10 min; 390,000 tested, 0.009% active; Potency, µM (series often up to 115 µM), for the others: at the top dose activity, negative = inhibition, most hits filed as inhibitors; active = well fitted inhibition curve with a large enough effect in the polarisation, with a control signal flat, not every such curve was filed as active; inconclusive = small, poorly fitted or top-dose-only effect, or effect the other way, or a change in a side signal; inactive = no such curve, though single readings can be large or run the other way; the % refers to the polarisation; note: potency is the fitted concentration of half-maximal effect; % is set by controls: 0 for no effect and ±100 for the full control effect
Target sequence (Q13526 whole entry, looked up): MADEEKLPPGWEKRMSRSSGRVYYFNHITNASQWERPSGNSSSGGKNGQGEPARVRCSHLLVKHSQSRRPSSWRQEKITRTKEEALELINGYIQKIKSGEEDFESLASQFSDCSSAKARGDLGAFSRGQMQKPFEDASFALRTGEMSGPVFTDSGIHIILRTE
PI4K2A inh: blocks human PI4K2A kinase activity; activity change, negative = inhibition, % at 76.9 µM; purified PI4K2A, ADP-Glo luminescence, 1 h; active compounds read low; AID 1346378; Q9BTU6; 420,000 tested, 0.13% active; in the data active = activity change below about -50%; inconclusive = mostly about -30% to -49%;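 note: -100% = wells without enzyme as full effect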
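ADP-Glo luminescence measured ADP generated by PI4K2A enzyme (4 ug/mL before mixing) with 1.2 mM PI substrate (pre-mix) and 300 microM ATP (pre-mix). Tris pH7.5 buffer with MgCl2, Triton X-100; 1 h reaction at ambient temperature.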
USP1-UAF1 inh: blocks the human USP1/UAF1 deubiquitinase complex; recombinant USP1/UAF1, Ub-Rhodamine cleavage fluorescence; O94782; AID 743255; Potency, µM (top dose mostly 57.1 µM), for inactives: at the top dose activity change, negative = inhibition, usual class: inhibitors; 390,000 tested, 0.23% active; note: potency is the fitted concentration of half-maximal effect; % is set by controls: 0 for no effect and ±100 for the full control effect; nearly all actives have a fitted effect of over 60% in size; inactives centre near -12
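In this screen, compounds sit with the deubiquitinase complex (1nM) for 15 min at room temperature before Ub-Rho is added at 150nM final. Fluorescence rise is then followed for 6 reads every 60 seconds.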
GLS inh: inhibitors of human glutaminase (GLS); O94925; Potency, µM (doses to about 45.5 µM), without a hit: top-dose activity change, negative = inhibition, hits mostly inhibitors; GLS enzymatic activity, qHTS titration; 410,000 tested, 0.21% active; note: potency is the fitted concentration of half-maximal effect; % is set by controls: 0 for no effect and ±100 for the full control effect
Target sequence (O94925 whole entry, looked up): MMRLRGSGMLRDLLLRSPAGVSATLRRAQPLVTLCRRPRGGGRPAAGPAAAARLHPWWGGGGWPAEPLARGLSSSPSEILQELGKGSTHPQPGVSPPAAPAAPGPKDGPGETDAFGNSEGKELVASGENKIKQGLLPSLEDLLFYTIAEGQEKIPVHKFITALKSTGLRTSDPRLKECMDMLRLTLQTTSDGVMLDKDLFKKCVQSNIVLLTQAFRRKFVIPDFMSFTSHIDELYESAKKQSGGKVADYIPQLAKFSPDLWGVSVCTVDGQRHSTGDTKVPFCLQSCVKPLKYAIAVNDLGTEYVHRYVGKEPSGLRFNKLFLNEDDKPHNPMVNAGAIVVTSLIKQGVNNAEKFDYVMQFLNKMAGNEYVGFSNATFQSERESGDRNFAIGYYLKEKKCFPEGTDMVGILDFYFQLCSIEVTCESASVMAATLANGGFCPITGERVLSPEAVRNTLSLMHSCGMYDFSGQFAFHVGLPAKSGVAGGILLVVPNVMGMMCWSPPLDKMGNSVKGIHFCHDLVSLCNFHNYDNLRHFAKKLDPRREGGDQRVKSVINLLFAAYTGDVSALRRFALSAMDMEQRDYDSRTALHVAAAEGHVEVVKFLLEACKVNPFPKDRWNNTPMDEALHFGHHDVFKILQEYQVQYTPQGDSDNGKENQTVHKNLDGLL
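Human kidney-isoform GLS in 45 mM KH2PO4 pH 8.2, 0.02% Tween-20, with compound, started with 1mM L-Glutamine (added stock). Glutamate oxidase/HRP/Amplex red coupled fluorescence read at start and after 30 min at RT.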
HP1b chromo inh: inhibitors of HP1-beta chromodomain binding to methylated histone tails. P83916. AlphaScreen HP1-beta / biotin-H3K9me3 peptide binding. Potency, µM (titrated, usually from 114 µM), for inactives: at the top dose activity change, negative = inhibition, most hits filed as inhibitors. 390,000 tested, 0.56% active; note: potency is the fitted concentration of half-maximal effect; nearly all actives have a fitted effect of over 70% in size; inactives centre near 23
Target sequence (P83916 whole entry, looked up): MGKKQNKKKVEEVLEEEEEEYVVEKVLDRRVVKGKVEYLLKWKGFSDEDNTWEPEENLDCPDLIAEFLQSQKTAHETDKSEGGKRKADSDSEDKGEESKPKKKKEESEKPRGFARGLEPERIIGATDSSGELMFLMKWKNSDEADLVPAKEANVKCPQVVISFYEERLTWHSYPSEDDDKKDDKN
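Compound inhibition of the preformed complex between 50 nM HP1-beta and 50 nM biotinylated H3K9me3 peptide was read by AlphaScreen. Buffer was PBS pH 7.4 with 0.01% Tween-20. Incubations ran 30 min at room temperature, with 10 ug/mL donor/acceptor beads.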
The depositor's hits bear a star; i = inactive; ? = inconclusive; / = not tested or not shown; [ ] = another dose, or the depositor's remark. Unless noted, calls come from the whole dose curve; as a rule, active = well fitted curve in the direction sought with a large enough effect; inconclusive = small, poorly fitted or top-dose-only effect, or another doubt; inactive = no such curve, though single readings can be large; an effect the other way counts as inactive or inconclusive. Some of the compounds tested; rates above refer to the full screens.

SMILES	TrxR1 substrate	TrxR1 inh	mIDH1 inhibitor	PGK inhibitor	Pin1 inh	PI4K2A inh	USP1-UAF1 inh	GLS inh	HP1b chromo inh
Cc1ccc(S(=O)(=O)N2CCN(C(=O)c3cc(-c4cccs4)nn3-c3ccccc3)CC2)cc1	-12%	-13%	1%	-6%	-2%	1	-4%	-3%	24%
Cc1cccc2c1-c1sc(C(=O)N(C)c3cccc(Cl)c3)cc1CO2	17%	40%[activator]	0%	-7%	3%	3	-23%	-5%	108%[activator]
O=C(CN1CCC(n2nnc3cc(F)ccc32)CC1)NC1CC1	-3%	2%	1%	-3%	1%	-5	-15%	3%	19%
Clc1ccc(Oc2nnnn2-c2ccccc2)cc1	-9%	-4%	5%	i	2%	-1	-12%	-12%	103%[activator]
CC(=O)Nc1nnc(SCC(=O)NCc2ccc3c(c2)OCO3)s1	-14%	-19%	0%	2%	7%	0	-6%	-12%	25%
O=C(Nc1ccccc1O)c1ccc(C(=O)c2ccccc2)o1	7%[57.1 µM]	12%[57.1 µM]	8%	4%	-8%	-4	-1%	-18%	20%
Cc1ccc(N2CC(c3nc4ccccc4[nH]3)CC2=O)c(C)c1 (configuration not stated)	1%[57.1 µM]	14%[57.1 µM]	13%	-1%	-1%	-6	-16%	-5%	56%[activator]
O=C(CC(O)(c1ccccc1)C(F)(F)F)c1cccs1 (configuration not stated)	5%	-6%	-3%	/	-15%	-2	-18%	6%	22%
Cc1cc(C)nc(NC(=O)C(C)C)n1	-4%	-2%[0.457 µM]	4%	1%	9%	0	-18%	-7%	38%
Fc1ccc(-c2ccc(/C=N/n3cnnc3)o2)cc1	1%	14%	-5%	-3%	-3%	0	-22%	-1%	45%[activator]
CCCC(=O)Nc1ccccc1NC(C)=O	-4%	-12%	15%	-1%	-2%	3	-2%	4%	54%[activator]
Cc1c(NC(=S)NC(=O)c2cc3ccccc3o2)c(=O)n(-c2ccccc2)n1C	-14%	-18%	7%	-8%	1%	15	-10%	12%	7%
Cc1cc(C(C)(C)C)cc(S(=O)(=O)Nc2cccc(C(=O)O)c2)c1C	-1%	9%	0%	2%	-10%	5	-13%	-4%	16%
CCC(C)Nc1nc2c(c(=O)[nH]c(=O)n2C)n1CCCc1ccccc1 (configuration not stated)	-2%	13%	-7%	i	0%	7	-13%	7%	81%[activator]
O=C(Nc1cccc(F)c1)c1cc(S(=O)(=O)N2CCC(C(=O)O)CC2)ccc1F	-1%[57.1 µM]	-12%[57.1 µM]	-7%	-11%	0%	0	-2%	3%	21%
COc1cc(/C=N/NC(=O)c2cc3ccccc3[nH]2)ccc1O	-16%	-26%	-3%	5%	-7%	0	-27%	2%	36%
O=C1C=C(NCCc2cc(Br)c(O)c(Br)c2)C(=O)c2ncccc21	-3%[11.4 µM]	-40%[57.1 µM]	15%	-20%	?	?	3.5µM*	10%	32µM*
COc1ccc(CNC(=O)c2csc(Cc3ccccc3)n2)cc1	-12%	9%[57.1 µM]	2%	-7%	-4%	8	-5%	8%	42%
Cc1ccccc1S(=O)(=O)Cc1ccc(C(=O)NCc2ccccc2)o1	2%	1%	-14%	6%	3%	-17	-17%	5%	43%[activator]
COc1ccc(-c2sc(NC(=O)c3ccc(C)cc3)nc2-c2ccc([N+](=O)[O-])cc2)cc1	14%[57.1 µM]	11%[57.1 µM]	1%	-4%	8%	2	-17%	-2%	22%
CCCCC(=O)NC(NC(=S)N1CCOCC1)C(Cl)(Cl)Cl (configuration not stated)	5%[57.1 µM]	3%[57.1 µM]	9%	i	-12%	1	-3%	0%	10%
Cc1ccccc1NC(=S)N1CCCC1	3%	-4%	5%	i	0%	5	-16%	-1%	52%[activator]
COC(=O)c1ccc(N2C(=O)Nc3ccccc3N2O)cc1	9%	19%	10%	-6%	-2%	-10	-14%	-2%	42%[activator]
COc1ccc(-c2nnc(SCC(=O)NC3CCCCC3)nc2-c2ccc(OC)cc2)cc1	6%[57.1 µM]	6%[57.1 µM]	2%	-8%	5%	0	-15%	-5%	52%[activator]
COc1cccc2c(Cl)c(CC=C(Cl)Cl)c(C)nc12	15%[57.1 µM]	15%[57.1 µM]	-3%	-3%	7%	2	-11%	11%	34%[activator]
CCC1=NC(c2ccc(Br)cc2)N(O)C1(C)C (configuration not stated)	-3%	7%	-2%	i	-6%	0	-10%	12%	29%
CON=C1C=C(C)C(=O)C(C)=C1C	19%	11%	2%	1%	-1%	-4	-7%	4%	48%[activator]
CCc1cc2c(COC(=O)c3cccc(NS(C)(=O)=O)c3)cc(=O)oc2cc1O	17%	3%	-8%	2%	31%[activator]	-2	-27%	7%	8%
Cc1ccc(Cn2ccc(NC(=O)c3cc(C4CC4)on3)n2)cc1	-9%	-5%	-2%	5%	-2%	3	-24%	-1%	69%[activator]
CCOc1ccc(NC(=O)CSC2=C(C#N)C(c3ccc4c(c3)OCO4)CC(=O)N2)cc1 (configuration not stated)	-5%	4%	2%	4%	6%	4	-12%	7%	29%
Cc1cc(C)cc(NC(=O)C(=S)NCc2ccccc2)c1	-3%	-1%	9%	i	-3%	2	-27%	-20%	51%[activator]
O=C(CCC(=O)N1Cc2ccccc2Oc2ncccc21)NCc1cccc(Cl)c1	-1%	21%	0%	-9%	5%	-3	3%	0%	27%
Cn1c(SCC(=O)NC2CCCCC2)nnc1-c1ccccc1F	3%	18%	-3%	0%	-3%	-1	5%	1%	10%
COc1cc(OC)c(OC)cc1CNC1CCCCCC1	4%	14%	5%	-4%	-1%	7	-3%	0%	-35%
Clc1ccc(C2[C@H]3CN(CC4CCCCC4)[C@H](c4ccccc4)C34CC2(c2ccccc2)C4)cn1 (some centres not stated)	-4%[57.1 µM]	9%[57.1 µM]	-10%	-2%	5%	-8	?	2%	7%
Cc1cccc(C(=O)Nc2ccccc2C(=O)Nc2ccc(C(=O)O)cc2)c1	-2%	18%	-3%	-1%	3%	17	-16%	-6%	30%
CCN1CCN(C(=S)Nc2ccc(C(C)=O)cc2)CC1	-9%	-7%	-2%	-9%	-1%	5	-14%	4%	36%
CCSC1=NC2(CCN(C(=O)NC3CCCCC3)CC2)N=C1c1ccc(C)cc1	1%	0%	10%	-4%	0%	-2	11%	-1%	22%
COCOCCn1cc(CN2CCS(=O)(=O)N(Cc3ccc(-c4ccc(Cl)cc4)cc3)C(C)C2=O)nn1 (configuration not stated)	/	/	-10%	-7%	/	1	-16%	2%	/
CC(C)C(=O)N1CCC2(CC1)Oc1ccc(F)cc1C(=O)C21CC(c2ccc(Cl)cc2)=NO1 (configuration not stated)	-8%	-1%	5%	i	8%	4	?	-15%	34%
O=C(NCc1cccc(F)c1)c1cccc2c1C(=O)c1ccc(Cl)cc1S2(=O)=O	-8%	-2%	11%	-1%	5%	-3	?	-3%	34%
CC(=O)c1ccc(S(=O)(=O)N2CCNC(=O)C2)cc1	-8%[57.1 µM]	-17%	4%	-1%	1%	-3	-14%	27%	23%
Clc1ccc(CSc2nncn2-c2ccccn2)cc1	9%	20%	5%	i	-1%	-5	-15%	13%	32%
Cc1ccc(C)c(NC(=O)N2CCN(c3nnc(C)c4c(C)n(-c5ccccc5)nc34)CC2)c1	8%[57.1 µM]	28%[57.1 µM]	/	/	3%	-3	-31%	-3%	37%
COc1ccc(F)cc1S(=O)(=O)N1CCC(C(N)=O)CC1	0%	1%	1%	2%	-5%	3	-15%	2%	33%
Cc1ccc(S(=O)(=O)Nc2ccc3c(c2)CC(=O)N([C@H](C)CO)C[C@@H](C)[C@H](CN(C)Cc2ccc(-c4ccccc4)cc2)O3)cc1	-7%	-2%	-2%[38.3 µM]	-2%	6%	-3	-20%	13%	2%
COCCCNC(=O)c1ccc2c(c1)ncn2-c1ccccc1OC	8%[57.1 µM]	22%[57.1 µM]	2%	-7%	-1%	-3	-18%	-7%	27%
Cc1ccc([N+](=O)[O-])cc1NC(=O)CCCOc1ccccc1	-3%	2%	4%	2%	2%	-2	-3%	3%	17%
CC(Oc1ccc2ccc(=O)oc2c1)C(=O)NCC1CCC(C(=O)O)CC1 (configuration not stated)	30%	2%	5%	1%	-8%	6	-15%	1%	40%[activator]
Cc1cc(C(=O)O)ccc1-c1ccc(/C=C2\NC(=O)N(Cc3ccc(F)cc3)C2=O)o1	5%	2%	16%	?	?	0	-25%	?	11%[57 µM]
CSc1cccc(NC(=O)c2[nH]c(C)c(C(C)=O)c2C)c1	17%[57.1 µM]	28%[57.1 µM]	3%	-4%	?	-4	-18%	-7%	?
COc1cc(C(=O)OCC(=O)Nc2ccc3c(c2)OC(F)(F)O3)ccc1OCc1c(C)noc1C	-6%[57.1 µM]	24%[57.1 µM]	-3%	5%	14%	1	-5%	9%	31%
CN(C)S(=O)(=O)c1ccc2c(c1)nc1n2CCC1	-3%[57.1 µM]	11%	-2%	12%	2%	-4	12%	5%	16%
COc1ccccc1C(=O)N(Cc1nc(-c2ccc(Cl)cc2)no1)C(C)C	-9%[57.1 µM]	3%[57.1 µM]	6%	i	5%	5	-15%	1%	56%[activator]
